KDM5B inh = KDM5B demethylase inhibition. Q9UGL1. KDM5B demethylase, FDH-coupled NADH fluorescence (FDH is formaldehyde dehydrogenase). Potency, µM (highest dose often 57.7 µM), without a hit: at the top dose activity change, negative = inhibition, hits mostly inhibitors. 220,000 tested, 2.6% active; active = well fitted inhibition curve with a large enough effect; inconclusive = small, poorly fitted or top-dose-only effect; inactive = no such curve, though single readings can be large or run the other way; note: 0% is about no effect; nearly all actives have a fitted effect of over 70% in size
Target sequence (Q9UGL1 whole entry, looked up): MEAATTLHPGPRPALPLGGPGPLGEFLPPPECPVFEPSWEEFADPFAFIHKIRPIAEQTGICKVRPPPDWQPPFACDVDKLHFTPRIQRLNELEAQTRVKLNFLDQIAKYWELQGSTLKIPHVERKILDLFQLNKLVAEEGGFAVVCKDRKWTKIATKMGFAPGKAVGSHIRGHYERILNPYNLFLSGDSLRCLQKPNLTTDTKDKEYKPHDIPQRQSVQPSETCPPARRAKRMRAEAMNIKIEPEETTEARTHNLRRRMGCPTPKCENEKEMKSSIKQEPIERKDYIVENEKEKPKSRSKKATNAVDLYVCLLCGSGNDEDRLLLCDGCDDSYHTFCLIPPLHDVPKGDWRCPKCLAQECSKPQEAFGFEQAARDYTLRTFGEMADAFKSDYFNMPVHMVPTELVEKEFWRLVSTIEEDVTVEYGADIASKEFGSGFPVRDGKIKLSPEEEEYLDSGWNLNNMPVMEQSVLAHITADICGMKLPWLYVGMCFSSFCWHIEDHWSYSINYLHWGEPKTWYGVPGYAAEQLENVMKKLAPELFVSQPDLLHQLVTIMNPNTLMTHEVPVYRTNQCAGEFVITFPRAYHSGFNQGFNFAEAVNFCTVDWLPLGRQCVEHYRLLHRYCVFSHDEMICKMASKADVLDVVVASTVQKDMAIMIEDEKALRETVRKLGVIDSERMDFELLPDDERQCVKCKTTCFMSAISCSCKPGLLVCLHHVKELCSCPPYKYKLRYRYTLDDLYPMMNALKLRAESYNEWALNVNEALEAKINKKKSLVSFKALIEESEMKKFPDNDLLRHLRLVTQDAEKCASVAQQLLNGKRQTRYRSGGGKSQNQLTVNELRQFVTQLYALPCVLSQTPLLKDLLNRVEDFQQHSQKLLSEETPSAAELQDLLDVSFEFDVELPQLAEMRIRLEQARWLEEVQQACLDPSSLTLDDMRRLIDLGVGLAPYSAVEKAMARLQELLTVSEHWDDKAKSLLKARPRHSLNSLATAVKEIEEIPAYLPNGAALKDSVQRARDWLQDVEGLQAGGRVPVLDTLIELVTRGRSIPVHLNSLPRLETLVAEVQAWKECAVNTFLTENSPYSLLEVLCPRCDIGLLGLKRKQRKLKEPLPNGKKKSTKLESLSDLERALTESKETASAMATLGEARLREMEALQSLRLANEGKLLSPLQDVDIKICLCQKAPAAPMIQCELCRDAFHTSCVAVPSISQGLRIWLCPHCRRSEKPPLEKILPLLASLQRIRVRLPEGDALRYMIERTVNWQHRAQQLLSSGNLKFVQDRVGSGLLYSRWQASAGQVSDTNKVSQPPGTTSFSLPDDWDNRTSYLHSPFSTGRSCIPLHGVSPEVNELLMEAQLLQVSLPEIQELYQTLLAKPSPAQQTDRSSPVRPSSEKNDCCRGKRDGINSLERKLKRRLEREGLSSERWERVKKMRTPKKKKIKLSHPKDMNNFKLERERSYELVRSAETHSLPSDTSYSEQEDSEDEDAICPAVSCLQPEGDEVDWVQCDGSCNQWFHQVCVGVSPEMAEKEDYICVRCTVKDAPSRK
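Inhibition is measured as reduced NADH fluorescence generation from FDH coupling to formaldehyde release. Truncated KDM5BΔAP at 200 nM final acts on H3K4me3 peptide (12.5 µM in substrate mix) in pH 7.5 HEPES buffer with Tween-20, 30 min, room temperature.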
Starred values were filed as active, the others as inactive; i = inactive; ? = inconclusive; [ ] = remark or other dose. Potency is the fitted concentration of half-maximal effect. The list is partial, so the mix of outcomes need not match the whole.

The opening 3 entries (preview)
KDM5B inh	canonical_smiles
7%[86.2 µM]	CC(C)Oc1cccc(-c2n[nH]c3c2CC(=O)N(Cc2ccccc2)C3)c1
?	CCOc1ccc(NC(=O)c2c(NCc3cccnc3)sc3c2CCC(C)C3)cc1 (stereo unspecified)
-21%	O=C(c1ccccc1Cl)N1CCCCC1CCN1CCOCC1 (stereo unspecified)

Main list, repeating the preview:
KDM5B inh	canonical_smiles
7%[86.2 µM]	CC(C)Oc1cccc(-c2n[nH]c3c2CC(=O)N(Cc2ccccc2)C3)c1
?	CCOc1ccc(NC(=O)c2c(NCc3cccnc3)sc3c2CCC(C)C3)cc1 (stereo unspecified)
-21%	O=C(c1ccccc1Cl)N1CCCCC1CCN1CCOCC1 (stereo unspecified)
-11%	Cc1ccc(C)c(Cn2c(=O)n(CCCCCC(=O)NCc3ccc4c(c3)OCO4)c(=O)c3sccc32)c1
-15%	CCc1nnc(SCc2ccc(F)cc2Cl)c2cc3sc(C)cc3n12
18%	CCN1CCN(c2ccc(S(=O)(=O)N(CC)CC)cc2NC(=O)Cc2ccccc2C)CC1
-56%	O=c1oc(Cc2ccccc2)nc2ccccc12
0%	CCn1cc(C(=O)OCC(=O)Nc2cc(OC)cc(OC)c2)c(=O)c2ccc(C)nc21
-17%	Cc1ccc2cccc(NC(=O)c3ccc(-c4cccc(Cl)c4Cl)o3)c2n1
-20%	CNC(=O)NC[C@H]1CCN(Cc2ccc(OC)c(C)c2)C[C@H]1N(C)C
16%	Cc1ccc(-n2c(SCC(=O)Nc3ccc(C(N)=O)cc3)nc3ccccc3c2=O)cc1
15%	CC(=O)N1CCOc2ccc(S(=O)(=O)NCC3CNCCOC3)cc21 (stereo unspecified)
7%	S=C(NCc1cccs1)Nc1ccc(Br)cc1
-6%	O=C(CSc1nnc2c(=O)n(-c3ccc(F)cc3)ccn12)N1CCN(c2ccc(F)cc2)CC1
8%	O=C(Cn1ncc2c([nH]c3ccccc32)c1=O)NCCCN1CCN(c2ccccc2)CC1
-22%	Cc1ccc(O)c(NC(=O)c2noc3c2CCCCC3)c1
-7%	CS(=O)(=O)Cc1ccc(CNCc2ccccc2Cl)cc1
24%	Cc1n[nH]c(C)c1Br
9%	CCCc1c(C)nc(Nc2nc(C)c3cccc(OCC)c3n2)[nH]c1=O
-19%	O=C(CC[C@H]1NC(=O)c2ccccc2NC1=O)NCCc1nnc2ccccn12
-13%	CCN(C(=O)CSc1nc2ccccc2n1CC(=O)NCc1ccc(OC)cc1)c1ccccc1
?	COc1ccc(OC)c(C(C(=O)NC2CCCCC2)N(C(=O)c2snc(C(N)=O)c2N)c2ccccc2OC)c1 (stereo unspecified)
-18%	Cc1cnc(C(=O)N2CCC(c3nc(C4CCOCC4)no3)CC2)cn1
15%	COc1ccccc1C(=O)N1CCCCC1CCN1CCOCC1 (stereo unspecified)
18%	COc1ccc(C(=O)c2ccc(C)cc2)cc1
-21%	CNS(=O)(=O)c1ccc(NC(=O)c2nc3nc(C)cc(C(F)F)n3n2)cc1
13%	CCn1cnc2c1c(=O)n(CC(=O)N(C)C1CCS(=O)(=O)C1)c(=O)n2Cc1ccccc1 (stereo unspecified)
-3%	Fc1cccc(-c2nc(COc3ccc(Oc4ccccn4)cc3)co2)c1
?	CCCCN(C(=O)c1ccc(-c2ccc(Cl)cc2)o1)c1c(N)n(CCCC)c(=O)[nH]c1=O
-18%	CCS(=O)(=O)N1C[C@@H]2CN(c3nccc(NC)n3)C[C@]2(C(=O)O)C1
5%	Cc1ccc(NC(=O)CN2C(=O)COc3ccc(S(=O)(=O)Nc4ccccc4)cc32)c(C)c1
-14%	CC1CCN(C(=O)c2nn(C)c(=O)c3ccccc23)c2ccccc2S1 (stereo unspecified)
-11%	COc1ccc(/C(C)=N/Nc2ccccc2Cl)c(O)c1
?	COc1ccc(-c2nc(Cn3c(SCc4ccc(C)cc4)nc4cccnc43)c(C)o2)cc1OC
?	O=C(NCc1ccco1)[C@@H]1Cc2nc[nH]c2CN1Cc1ccc(Cl)cc1
10%	O=C(CN1CCN(CC(=O)Nc2ccccc2C(=O)c2ccccc2)CC1)Nc1ccc(F)cc1
-18%	O=c1cc(CNCc2nc(-c3ncccn3)no2)[nH]c2ccc(F)cc12
12%	CC(=O)Nc1ccc(NC(=O)c2ccc3c(c2)N(Cc2cccc(Cl)c2)C(=O)c2ccccc2S3=O)cc1 (stereo unspecified)
i	Cc1nc(-c2cc3ccc(OCC(=O)NCCO)cc3oc2=O)cs1
-18%	COCCOc1ccc(C(=O)N[C@@H]2CN(C(=O)NCc3ccccc3)CCC[C@H]2O)cc1
4%	Cc1oc(-c2cccs2)nc1CC(=O)Nc1ccccc1N1CCCC1
?	Cc1n[nH]c(C)c1CCCNC(=O)C1CC2(CCNCC2)CN1 (stereo unspecified)
?	O=C(c1ccccc1)N1CCNc2cnc(Nc3cccc(F)c3)nc2C1
-10%	CCc1ccc(-n2c(=O)c3c4c(sc3n(CC(=O)NCCCOC)c2=O)CCCC4)cc1
14%	COc1ccc(CNC(=O)c2ccc3nc(Cc4ccccc4F)oc3c2)cc1OC
-11%	Cc1ccccc1N1CCN(C(=O)c2cc3ccccc3[nH]2)CC1
-19%	Cc1nc2ncnn2c(C)c1CCC(=O)NCc1ccccc1Cl
1%	CCOC(=O)c1c(NC(=O)COc2ccccc2)sc(C(C)=O)c1C
10%	O=C(c1cnc(N2CCOCC2)nc1)N1CCn2nc(C(O)C3CC3)cc2C1 (stereo unspecified)
18%	C=C(C)CN1CCN(c2nc3c(c(=O)[nH]c(=O)n3C)n2Cc2ccccc2)CC1
8%	CCn1c(SCC(=O)Nc2ccc(F)cc2)nnc1C1CC1
11%	c1ccc2c(c1)ncn2-n1cccc1
?	CCOC(=O)c1cc2c(=O)n3ccccc3nc2n(CCCOC)c1=NC(=O)c1cc2ccccc2o1
-10%	Fc1cccc(COc2ccc(-c3nnco3)cc2)c1
17%[149 µM]	COc1ccc(OC2CN(Cc3cccnc3)C2)cc1
-12%	CN(C)C(=O)C1CN(C(=O)Nc2cccc(Br)c2)CC12CCOCC2 (stereo unspecified)
-8%	O=C1NCCCCCCN(C(=O)c2cccs2)[C@H]2CCCC[C@@H]12
9%	Cc1ccc(OCC(=O)NC(CC(C)C)C(=O)N(C)C)cc1 (stereo unspecified)
4%	CN(C)C(=O)c1ccc(NC(=O)CSc2ccc3ccccc3n2)cc1
-28%	COc1ccc(CCNC(=O)c2ccc3c(c2)N(Cc2ccc(F)cc2)C(=O)c2ccccc2S3(=O)=O)cc1OC

Following part:
KDM5B inh	canonical_smiles
23%	CCc1ccc(OCC(=O)Nc2ccc3oc(C)nc3c2)cc1
-12%	Cc1ccsc1C(=O)NC1CCSC1=O (stereo unspecified)
6%	O=C(c1ccc(F)cc1)N1CCC(c2nn(-c3ccc(Cl)cc3)c(=O)[nH]2)CC1
-2%	CC(C)(C)OC(=O)NC(C)(C)C(=O)NCC(O)c1ccccc1 (stereo unspecified)
-7%	Cc1ccc(Cl)cc1NC(=O)N1CCC(CN2CCc3ccccc3C2)CC1
20%	O=c1oc2ccccc2c(NC2CCCCC2)c1NS(=O)(=O)c1cccs1
-25%	O=C(CNc1nc(Nc2ccccc2)nc(Nc2ccccc2)n1)Nc1ccccc1
-1%	CC1(C)N=C(N)N=C(N)N1c1ccc(OCCCOc2ccccc2)c(Cl)c1
7%	Cc1oc2ccn(Cc3ccc(F)cc3)c(=O)c2c1C(=O)O
-3%	COc1ccc(Cn2c(C(C)C)nc3sc4ccccc4c(=O)c3c2=O)cc1
-19%	CCOC(=O)/C(C#N)=C/C=C1/C=CC=CN1C
-22%	CCn1ccc(C(=O)N2CCCC(c3noc(COc4ccccc4F)n3)C2)n1 (stereo unspecified)
-11%	COCC(=O)NCCC1CCN(C(=O)Nc2ccc(C)cc2)CC1
11%	Cc1ccc(C2(C(=O)N3CCCC4(CC3)CN(C)C(=O)O4)CC2)cc1 (stereo unspecified)
?	COc1ccccc1CN1CC[C@@](C)(O)[C@H](N2CCCC2)C1
3%	CCOC(=O)C1(Cc2ccccc2)CCCN(C(=O)C#Cc2ccccc2)C1 (stereo unspecified)
8.9µM*	CCCc1noc(-c2ccn3c(CNC(=O)c4ccccc4F)nnc3c2)n1
5%	COc1ccc(Cl)cc1C(=O)Nc1sc2c(c1C(N)=O)CCCC2
-24%	N/C(=N\OC(=O)c1ccc(Cl)cc1)c1[nH]ncc1Br
28µM*	Cc1ccc(C(=O)NCc2nnc3ccc(-c4ccc(C)c(C)c4)nn23)s1
8%	N#Cc1ccccc1CNc1ccc(F)c(F)c1F
5%	Cc1cc(Cl)ccc1OC(=O)/C(C#N)=C/c1ccc(Cl)cc1
-7%	O=C(c1cccnc1)N1CCCC(c2noc(COc3ccccc3F)n2)C1 (stereo unspecified)
-10%[86.2 µM]	O=C(Nc1ccccc1)Nc1ccc([C@H]2OCC(=O)N(Cc3ccncc3)[C@@H]2CO)cc1
-4%	CN1C(=O)C2(SCC(=O)N2c2ccc(F)cc2)c2ccccc21 (stereo unspecified)
?	O=C1CC2CCN(CC3CCCCC3)CC2CCN1 (stereo unspecified)
?	COc1cc(/C=C/c2nc(C#N)c(NCCCN(C)C)o2)cc(OC)c1OC
-15%	O=C(Nc1ccc2ccc(=O)oc2c1)C1=Cc2ccccc2OC=C1
-7%	CSc1ccc(CN2C(=O)CN(S(C)(=O)=O)CC2(C)C(=O)NCc2ccc(Cl)cc2)cc1 (stereo unspecified)
?	N#Cc1ccc(N2C[C@@H]3OCC(=O)N(Cc4ccccn4)[C@@H]3C2)nc1
-21%	Fc1ccc(NC(=S)N[C@H]2CO[C@H]3[C@@H]2OC[C@@H]3n2nnnc2Oc2ccc(-n3cncn3)cc2)cc1
-2%	CCc1ccc2oc(=O)cc(CN3CCN(CC(=O)NC4CCCC4)CC3)c2c1
2%	CNC(=O)c1ccc(NC(=O)CSCc2csc(-c3ccc(F)cc3)n2)cc1
?	Nc1nccnc1C(=O)NCc1cc(Br)ccc1F
15%	CS(=O)(=O)c1ccc(Cl)c(NC(=O)Cn2cc(C(F)(F)F)cc(Cl)c2=O)c1
-20%	CC(C)Cn1c(SCC(=O)Nc2nccs2)nnc1-c1ccco1

Looked up by compound from the list above:
KDM5B inh	canonical_smiles
?	CCOC(=O)c1cc2c(=O)n3ccccc3nc2n(CCCOC)c1=NC(=O)c1cc2ccccc2o1
?	CCCCN(C(=O)c1ccc(-c2ccc(Cl)cc2)o1)c1c(N)n(CCCC)c(=O)[nH]c1=O
17%[149 µM]	COc1ccc(OC2CN(Cc3cccnc3)C2)cc1
-18%	O=c1cc(CNCc2nc(-c3ncccn3)no2)[nH]c2ccc(F)cc12
11%	c1ccc2c(c1)ncn2-n1cccc1
-15%	O=C(Nc1ccc2ccc(=O)oc2c1)C1=Cc2ccccc2OC=C1
5%	Cc1cc(Cl)ccc1OC(=O)/C(C#N)=C/c1ccc(Cl)cc1

Following part:
KDM5B inh	canonical_smiles
10%	CCOc1ccc(-n2c(=O)c3c4c(sc3n(Cc3cccc(Cl)c3)c2=O)CCCC4)cc1
9%	CCc1ccccc1NC(=O)C(=O)NCCc1sc(-c2cccc(C)c2)nc1C
-7%	CC(=O)c1ccc(NC2=NS(=O)(=O)c3ccccc32)cc1
-23%	CCc1ccccc1S(=O)(=O)N1CCC(n2cnnc2C2CC2)CC1
-8%	CCCCn1c(=O)n(CC(=O)Nc2cccc(C(C)=O)c2)c(=O)c2c1ncn2Cc1ccco1
2%	CSCCCNC(=S)Nc1cc(F)ccc1C
-1%	O=C(NCc1ccccc1)c1ccccc1OC1CN(Cc2ccncc2)C1
-5%	O=C(O)COc1ccc(-c2nccc3c2C(=O)N(Cc2c[nH]c4ccccc24)CC(COc2ccccc2)O3)cc1 (stereo unspecified)
0%	COc1ccc(S(=O)(=O)N2CCN(C(=O)C3=Cc4cc(Cl)ccc4OC3)CC2)cc1OC
-21%	NC(=O)C(c1ccccc1)c1ccc(C(=O)c2ccccc2)cc1 (stereo unspecified)
377%[activator]	Cc1ccc(NC(=O)c2cn(-c3ccccc3)nc2-c2ccccc2)cc1
244%[activator]	COc1ccc(-c2nc3cccc(C)n3c2Nc2ccc3c(c2)OCCO3)cc1

Arranged by number of heavy atoms (ascending): part of the list above.
KDM5B inh	canonical_smiles
2%	CSCCCNC(=S)Nc1cc(F)ccc1C
-7%	CC(=O)c1ccc(NC2=NS(=O)(=O)c3ccccc32)cc1
-1%	O=C(NCc1ccccc1)c1ccccc1OC1CN(Cc2ccncc2)C1

Carrying on.
KDM5B inh	canonical_smiles
38%	COc1ccc(NC(=O)c2cc(-c3cc(C)c(C)cc3O)n[nH]2)c(OC)c1
-33%	CSc1cccc(NC(=O)N2C[C@H](c3nc(-c4ccccc4)no3)[C@@H](C)C2)c1
2%	COc1ccc(-n2nc3c(N4CCC(C(=O)NCCc5ccccc5)CC4)nnc(C)c3c2C)cc1
-25%	CC(OC(=O)c1cc2ccccc2o1)C(=O)NC1(C#N)CCCCC1 (stereo unspecified)
2%	CN(C)C[C@@H]1CN(C)C[C@H]1NC(=O)Cc1cccc(F)c1
-24%	Cc1ccc2c(C)c(C(=O)N3CC(OCc4ccccc4F)C3)oc2c1
33%	COc1ccc(-c2noc(CNS(=O)(=O)c3ccccc3)n2)cc1
-23%[149 µM]	c1ccc2c(c1)COC1(CCN(CC3CC3)C1)CN2CC1CC1 (stereo unspecified)
-10%	COc1ccc(C)cc1NC(=O)c1ccc(=O)n(Cc2ccccc2)c1
?	CCc1ccc2oc(-c3ccc(NC(=O)c4ccc(OC)c(Br)c4)cc3)nc2c1
23%	Cc1cnc2c(Cl)c(C(=O)N[C@@H]3COCC[C@@H]3OCC3CC3)nn2c1
-2%	c1ccc(CCc2nc3nccc(-c4cccnc4)n3n2)cc1
?	Cc1ccc(C)c(/C=C/c2nc3ccccc3s2)c1
-30%	COc1ccc(C2=NN(CC(=O)NCCc3ccccc3)C(=O)CC2)cc1
-21%	CCCn1cc(CN2CCC(CO)(Cc3ccccc3Cl)CC2)c(C)n1
